High-throughput results (PubChem BioAssay)
ALOX12 inh = ALOX12 (human) lipoxygenase inhibition; purified 12hLO, xylenol orange hydroperoxide absorbance; Potency, µM (series often up to 108 µM), inactives show at the highest dose activity change, negative = inhibition, actives largely listed as inhibitors; 580,000 tested, 1.1% active; AID 1671190; active = well fitted inhibition curve with a large enough effect; inconclusive = small, poorly fitted or top-dose-only effect, or another doubt; inactive = no such curve, though single readings can be large or run the other way
Target sequence (P18054 whole entry, looked up): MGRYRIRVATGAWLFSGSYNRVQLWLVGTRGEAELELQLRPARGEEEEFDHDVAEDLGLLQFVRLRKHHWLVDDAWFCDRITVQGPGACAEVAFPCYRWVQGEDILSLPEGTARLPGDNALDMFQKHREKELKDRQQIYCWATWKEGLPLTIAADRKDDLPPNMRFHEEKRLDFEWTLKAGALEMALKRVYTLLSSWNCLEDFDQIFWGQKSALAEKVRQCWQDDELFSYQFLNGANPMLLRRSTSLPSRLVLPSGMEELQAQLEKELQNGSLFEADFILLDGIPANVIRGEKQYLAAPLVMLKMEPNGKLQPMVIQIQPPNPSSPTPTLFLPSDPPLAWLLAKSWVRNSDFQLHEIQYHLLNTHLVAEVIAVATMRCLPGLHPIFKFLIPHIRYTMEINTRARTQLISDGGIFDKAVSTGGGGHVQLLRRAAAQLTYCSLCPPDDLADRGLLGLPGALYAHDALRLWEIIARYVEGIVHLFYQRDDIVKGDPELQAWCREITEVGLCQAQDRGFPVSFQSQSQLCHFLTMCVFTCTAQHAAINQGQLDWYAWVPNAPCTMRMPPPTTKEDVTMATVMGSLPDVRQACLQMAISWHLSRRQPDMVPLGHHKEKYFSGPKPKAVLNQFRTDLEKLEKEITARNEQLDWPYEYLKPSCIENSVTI
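Purified human 12hLO (150 nM final) in 25 mM Hepes, 0.01% Triton X-100, pH 7.0 was preincubated 15 min at room temperature with compound. Then 40 uM arachidonic acid was added, 30 min. Hydroperoxide was read by Fe-XO absorbance ratio 573/405 nm.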
* marks the source's active call; other numbers are inactive results; ? = inconclusive; [ ] = dose if it differs, or a comment. % is scaled to controls: 0 for no effect and ±100 for the full control effect; potency is read from the fitted curve at half-maximal effect. These rows are one share of the data (hit frequency here may not be typical).

SMILES	ALOX12 inh
CNC(=O)CCn1ncc2cc(OC3CCc4cccc(-c5cccc(CO)c5)c43)ccc21 (stereo not drawn)	?
CCOC(=O)CN(CC(=O)NC1(C#N)CCCC1)C1CC1	?
Cc1noc(C)c1S(=O)(=O)N1CC(n2cc(C(=O)NCc3ccncc3)nn2)C1	-3%
CCCC1CCC(c2ccc(C(=O)Nc3ccc(OC)cc3)cc2)CC1 (stereo not drawn)	72%[activator]
N#C/C(=C/C=C/c1ccccc1)C(=O)Nc1ccc(N2CCOCC2)cc1	-22%
CCc1nc2c(OCc3ccc(OC)cc3)cccn2c1N(C)C(=O)C(C)C	17%
Cc1ccc2c(c1)C(O)(CC(=O)c1ccc(F)cc1)C(=O)N2 (stereo not drawn)	9%
O=C(c1cccnc1-c1nc2ccccc2s1)N1CCOCC1	?
CCN(C)C1CN(Cc2cn(Cc3ccccc3)nn2)S(=O)(=O)C1 (stereo not drawn)	0%
CN(Cc1ccccc1)C(=O)c1ccc(Nc2nc(C(N)Cc3ccccc3)cs2)nc1 (stereo not drawn)	4%
Cc1ccc(S(=O)(=O)NC(=O)C2(C)CCN2C(=O)CC2CCCC2)cc1 (stereo not drawn)	-6%
CN(C)C(=O)c1cc(-c2ccc(Cl)cc2Cl)c2cnn(C)c2n1	?
CCN(Cc1ccco1)C(=O)c1cc2ccc(OC)cc2[nH]1	?
CCCC1CCC(c2ccc(-c3ccc4c(n3)CCC(CCC)C4)cc2)CC1 (stereo not drawn)	-17%
Cc1ccc(C(=O)N2CCOc3ccc(CN4CCc5ccccc5C4)cc3C2)cn1	61%[activator]
Cc1ccccc1C(=O)NC(C)c1ccc2c(c1)OCO2 (stereo not drawn)	-42%
CC(c1cccc(C(F)(F)F)c1)N(Cc1nc2ccccc2o1)C1CC1 (stereo not drawn)	?
CCOc1ccc(CCN2C(=S)N([C@@H](Cc3ccc(O)cc3)CN3CCC[C@@H]3CN3C(=S)NC[C@@H]3CC(C)C)C[C@@H]2Cc2ccccc2)cc1	?
CC(C)S(=O)(=O)N1CCC(c2nnc3n2CCNC3)CC1	?
CC(SC(C)c1ccc(Cl)cc1)C(=O)NC(N)=O (stereo not drawn)	17%
CC(=O)OC(COC1CC2CCC1(C)C2(C)C)C[N+]1(C)CCCCC1 (stereo not drawn)	13µM*
Cc1ccc(S(=O)(=O)Nc2ccc3c(c2)C(=O)N([C@@H](C)CO)C[C@@H](C)[C@@H](CN(C)CC2CC2)OCCCC[C@@H](C)O3)cc1	?
Nc1cccc2[nH]ncc12	-5%
COc1cccc(NC(=S)NC2CC(C)CC(C)(C)C2)c1 (stereo not drawn)	?
CC(C)Oc1ccc(-c2noc(Cn3cnc4c(oc5ccccc54)c3=O)n2)cc1	-8%
COc1ccc(CN2C(=Nc3ccc(Cl)cc3)S[C@H]3[C@@H]2[C@@H](O)[C@H](O)C[C@@H]3C(N)=O)cc1	?
CC(C)Cc1cc(C[C@@H]2C[C@H](NC(=O)NC(C)C)C2(C)C)no1	-1%[176 µM]
CCOC(=O)c1[nH]c(C)c(C(=O)Nc2ccc(Br)c(C)c2)c1C	?
CN1CC(=O)N(C2CCCNC2)Cc2c(NCCOc3ccccc3)ncnc21 (stereo not drawn)	?
CCCCN(CCCC)Cc1cc(=O)oc2cc(C)c(Cl)cc12	?

Ordered by heavy-atom count (smallest number first): 15 of the compounds above
SMILES	ALOX12 inh
Nc1cccc2[nH]ncc12	-5%
CC(SC(C)c1ccc(Cl)cc1)C(=O)NC(N)=O (stereo not drawn)	17%
COc1cccc(NC(=S)NC2CC(C)CC(C)(C)C2)c1 (stereo not drawn)	?
CCN(Cc1ccco1)C(=O)c1cc2ccc(OC)cc2[nH]1	?
CCCCN(CCCC)Cc1cc(=O)oc2cc(C)c(Cl)cc12	?
CCN(C)C1CN(Cc2cn(Cc3ccccc3)nn2)S(=O)(=O)C1 (stereo not drawn)	0%
CC(=O)OC(COC1CC2CCC1(C)C2(C)C)C[N+]1(C)CCCCC1 (stereo not drawn)	13µM*
CC(c1cccc(C(F)(F)F)c1)N(Cc1nc2ccccc2o1)C1CC1 (stereo not drawn)	?
CCCC1CCC(c2ccc(-c3ccc4c(n3)CCC(CCC)C4)cc2)CC1 (stereo not drawn)	-17%
CN1CC(=O)N(C2CCCNC2)Cc2c(NCCOc3ccccc3)ncnc21 (stereo not drawn)	?
CC(C)Oc1ccc(-c2noc(Cn3cnc4c(oc5ccccc54)c3=O)n2)cc1	-8%
Cc1ccc(C(=O)N2CCOc3ccc(CN4CCc5ccccc5C4)cc3C2)cn1	61%[activator]
CN(Cc1ccccc1)C(=O)c1ccc(Nc2nc(C(N)Cc3ccccc3)cs2)nc1 (stereo not drawn)	4%
Cc1ccc(S(=O)(=O)Nc2ccc3c(c2)C(=O)N([C@@H](C)CO)C[C@@H](C)[C@@H](CN(C)CC2CC2)OCCCC[C@@H](C)O3)cc1	?
CCOc1ccc(CCN2C(=S)N([C@@H](Cc3ccc(O)cc3)CN3CCC[C@@H]3CN3C(=S)NC[C@@H]3CC(C)C)C[C@@H]2Cc2ccccc2)cc1	?

Next compounds follow.
SMILES	ALOX12 inh
Cc1nc(N2CCC(NC(=O)c3cccs3)CC2)cc(C(F)(F)F)n1	23%
O=C(Nc1ccccc1)N1CCCC1c1ccc(Cl)cc1 (stereo not drawn)	7%
CC(C)[C@@H]1Cc2[nH][nH]c(=O)c2[C@H](CCc2ccccc2)O1	-20%
NC(=O)c1ccccc1OCc1coc(-c2cccc(F)c2)n1	3%
CCN(CC)S(=O)(=O)c1cc(C(=O)Nc2cc3c(cc2C#N)OCO3)ccc1OC	3%
CN(C)CCn1c(=O)n(CC(=O)O)c(=O)c2c3c(sc21)COC(C)(C)C3	33%[activator]
COc1cccc(CN[C@@H]2CCC[C@@H](C(=O)NCc3cc(C)on3)CC(=O)N(C)C2)c1	34%[activator][176 µM]
CC(=O)Nc1ccc(CN2CC[C@H](c3nnc(C)o3)C2)cc1	45%[activator][176 µM]
Cc1ccc(C(=O)NCC(=O)O)cc1C	-1%
Cc1oc(-c2nc(C#N)c(NC(C)C)o2)cc1S(=O)(=O)N(C)Cc1ccccc1	9%
Cc1ccccc1C1(CC(=O)N2CCOCC2)CC(=O)N(Cc2cccnc2)C1=O (stereo not drawn)	2%
CC(C(=O)NC1CCCC1)N(C)Cc1ccc(C(F)(F)F)cc1 (stereo not drawn)	14%
Cc1ccc(C(=O)N[C@@H]2CN(c3ncccn3)C[C@H]2CO)cn1	7%
N[C@@H](Cc1cnc[nH]1)C(=O)N1CCC2(CC1)Nc1ccccc1NC2=O	157%[activator]
COC(=O)c1cccc(NC(=O)NCC2CCN(CCc3ccc(F)cc3)CC2)c1	?

Looked up one by one from the entries so far, two records:
SMILES	ALOX12 inh
COc1cccc(CN[C@@H]2CCC[C@@H](C(=O)NCc3cc(C)on3)CC(=O)N(C)C2)c1	34%[activator][176 µM]
CC(C)S(=O)(=O)N1CCC(c2nnc3n2CCNC3)CC1	?

Next structures.
SMILES	ALOX12 inh
CCN(CC)c1ncnc2c1ncn2[C@H]1CN(Cc2cccnc2)C[C@@H](CO)O1	6%
O=C1NC[C@@H](CCCCN2C[C@H](Cc3ccccc3)N(Cc3ccccc3)C(=O)C2=O)N(CC2CCCCC2)C1=O	?
COc1ccc(-c2cnc3c(NC=O)cc(-c4ccc(C(=O)N5CCOCC5)cc4)cn23)cc1OC	?
COC[C@@H]1CN(Cc2c(C)noc2C)C[C@H]1C(=O)NC1CC1	48%[activator]
COCCOC1CCN(C(C(=O)O)c2cc(C)c(OC)c(C)c2)CC1 (stereo not drawn)	17%
COC(=O)C1CCCN1S(=O)(=O)c1cc(Cl)ccc1Cl (stereo not drawn)	30%
O=C1NCc2ccccc2CC12CCN(Cc1c(F)cccc1F)CC2	6%[6.33 µM]
CCN(CC)S(=O)(=O)c1ccc(C(C)NC(=O)c2nn(C)c(=O)c3ccccc23)cc1 (stereo not drawn)	6%
COCCn1c(C)cc(C(=O)CN2C(=O)C(=O)N(CCC3=CCCCC3)C2=O)c1C	-53%
COc1ccc(C(=O)N2CCC(c3nc(C4CCOCC4)no3)CC2)cn1	10%
C[C@H](CO)N1C[C@H](C)[C@@H](CN(C)Cc2ccccc2C(=O)O)OCc2cnnn2CCCC1=O	10%
C=C(C)CN(CC)C(=O)CCc1cccs1	1%
CC1(C(=O)NCc2cccc3ccccc23)CCOCC1	0%[12.5 µM]
CCNC(=O)COC(=O)c1cc(-c2ccc(C)o2)nc2ccccc12	?
COC(=O)[C@@]12C[C@@H](CC(=O)N3CCCCC3)C(=O)N(Cc3ccc4c(c3)OCO4)C1=CCC(C)(C)C2	1%
CN(c1ncnc2scc(-c3ccc(F)cc3)c12)C1CCCCC1	15%
CCN(C(=O)c1cccs1)c1ccccc1	0%
COCCNC(=O)C1(C)CCN(C(=O)Cc2ccc(OC)c(OC)c2)C1 (stereo not drawn)	8%
CCOc1ccccc1NC(=O)c1nnn(-c2cccc(C(F)(F)F)c2)c1N	16%
CCOC(=O)C(NC(=O)c1ccc(F)cc1)c1c(C)nn(-c2ccc(F)cc2)c1C (stereo not drawn)	12%
CCN1CCC(n2cc(CNc3cc(Cl)c4ncc(C#N)c(Nc5ccc(F)c(Cl)c5)c4c3)nn2)CC1	?
COCCn1c(=O)c2c(nc(-n3nc(C)c(C)c3C)n2Cc2cccc(C)c2)n(C)c1=O	31%[activator]
COCCOc1ccc2c(n1)CCN(C(=O)c1ccc(OC)cc1OC)C2	59%[activator]
Cc1ncoc1C(=O)NCC1Cn2cccc2C(=O)N1C (stereo not drawn)	45%[activator]
CCCCCn1c(-c2cccc(OC)c2)nc2c1c(=O)[nH]c(=O)n2CCCC	54%[activator]
COc1cc(NC(=O)N[C@H]2CO[C@H]3[C@@H]2OC[C@@H]3Nc2nccc(-c3ccc(-c4ccccc4)cc3)n2)cc(OC)c1	17%
Cn1nc(C(=O)OCC(=O)Nc2ccc(F)cc2F)c2ccccc2c1=O	-11%
CCc1cccc2c(C(=O)Cn3cc(S(=O)(=O)N4CCCC4)ccc3=O)c[nH]c12	-11%
CCCN(C)C(=O)CCC[C@H]1NC[C@@H]2C[C@H]1CN(Cc1ccccc1)C2	0%
O=C(c1cc(Cl)ccc1F)N1CCC(Cc2nc(-c3cnccn3)no2)CC1	?
O=C(Cc1ccc(F)cc1)NCc1ccnc(OCc2ccccc2)c1	-2%
O=C(N[C@H]1CCN2C(=O)c3cc(-c4ccccc4F)ccc3NC(=O)[C@H]12)c1cccs1	?
CCCCN(C)c1c(C)nc2ccc(C(=O)N(CC)CCN(C)C)cn12	?
CC1CN(CCCOc2ccc(C#N)cc2)CCO1 (stereo not drawn)	0%
OC1(CN2CCN(CCc3ccccn3)CC2)CCCNC1 (stereo not drawn)	-1%
N#Cc1cccc(-c2cn3c(n2)N(C(=O)c2ccoc2)CCC3)c1	58%[activator]
CC(C)(C)c1cc(C(=O)NCCc2ccc(Cl)cc2)nn2cccc12	3%[6.33 µM]
CN(C)C(=O)C1CN(C(=O)CCCc2ccccc2)CC12CCOCC2 (stereo not drawn)	14%
COCc1nncn1C1CCN(C(=O)c2cc(F)cc(F)c2)CC1	45%[activator]
CCOC(=O)C1(Cc2ccccc2C)CCCN(Cc2nccn2CC)C1 (stereo not drawn)	50%[activator]
CC(C)C(=O)Nc1ccc(NC(=O)Cc2c[nH]c3ccccc23)cc1	4%
CC(OC(=O)c1ccc(CCNS(C)(=O)=O)cc1)C(=O)N1CCOCC1 (stereo not drawn)	?
Cc1c(C(=O)C(=O)NC(C)c2ccccc2)c2ccccc2n1C (stereo not drawn)	?
Fc1ccc(-c2cccc(CN3CC4CCC(C3)N4c3ccc(C(F)(F)F)cc3)c2)c(F)c1	2%[6.33 µM]
CN(CC(=O)Nc1ccccc1OCC(F)(F)F)S(=O)(=O)c1ccc2ccccc2c1	?
COc1cccc(Nc2c(-c3cccc(O)c3)nc3cccc(C)n23)c1	?
CN1CCN(CCNC(=O)c2sc3ncccc3c2-n2cccc2)CC1	-16%
COc1ccccc1-c1cc(=O)c2cc(NC(=O)c3ccccc3F)ccc2o1	?
C#Cc1cccc(OC[C@@H](O)CN2CCC(C(O)(c3ccccc3)c3ccccc3)CC2)c1	?
COCCN1C(=O)c2ccccc2C(C(=O)NCCc2c[nH]c3ccccc23)C12CCCC2 (stereo not drawn)	5%
CN1CCCCC(NC(=O)C2CCCCC2)C1=O (stereo not drawn)	2%
CC(C(=O)Nc1ccc(OC(F)(F)F)cc1)N1CCN(c2ccc([N+](=O)[O-])c3cnccc23)CC1 (stereo not drawn)	7%
C[C@@H]1CN([C@H](C)CO)C(=O)c2c(c3ccccc3n2C)-c2ccccc2CO[C@@H]1CN(C)C(=O)Nc1ccccc1C(F)(F)F	-5%
CC(C)(C)N(Cc1ccccc1)C(=O)COc1ncnc2ccccc12	?
CNC(=O)N1C[C@@H](CN(C)C)[C@H](NS(=O)(=O)c2c(C)noc2C)C1	?
CN(CC(=O)NC(N)=O)C(c1ccccc1)c1ccccc1	-7%
CC(=O)Nc1cccc(NC(=O)CC(C)c2ccccc2)c1 (stereo not drawn)	?
Cn1nnnc1NCc1ccc(-c2cccc(Cl)c2)o1	?
COCc1cc(C)nc2sc3c(c12)NCN(c1ccc(C)cc1)C3=O	-14%
CCOc1ccc(C(=O)N[C@H]2C[C@@H]3OCC[C@H]23)cc1OCC	-13%

Following part.
SMILES	ALOX12 inh
CNC(=O)N1CCCCCCNC(=O)[C@@H]2C[C@@H](c3nc(-c4cccnc4)no3)C[C@@H]21	4%
Cc1cc2nc(-c3cccc(Br)c3)c(Cc3ccccc3)n2c(C)c1Br	?
Cc1nc(NC(=O)C(C)C)ccc1I	?
CC(C)NC(=O)N1C[C@@H](F)[C@@H](OCc2nc3ccccc3o2)C1	4%[176 µM]
COc1cccc(C2CCCN2C(=O)NCCn2ccnc2)c1 (stereo not drawn)	?
CC(C)c1noc(-c2cccn3c(CNC(=O)c4ccc(Cl)cc4)nnc23)n1	-3%
CCN(Cc1cccs1)C(=O)CCc1ccccc1	-1%
